# Mito fusion act – inhibitors of mitochondrial division or activators of mitochondrial fusion; S. cerevisiae fusion-defective mutant growth rescue, CellTiterGlo 48 h; Potency, µM (highest dose often 46.1 µM), for the others: at the highest dose growth rescue (activation), actives largely listed as activators; 0.23% of 320,000 active;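 further: potency means the concentration at half of the fitted maximal effect; % of control where 0% means no effect; nearly all actives have a fitted effect of over 45% in size; temperature-sensitive fusion mutants such as fzo1-1 at 37 °C on non-fermentable ethanol glycerol medium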
#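 Growth-rescue viability read-out: after 48 h at the non-permissive 37C in glycerol/ethanol YPEG, yeast mitochondrial fusion mutants are measured by CellTiterGlo luminescence; compounds (23 nl pinned per well) restoring growth score as division inhibitors or fusion activators.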
# BCR signal inh – inhibitors of chronic active B-cell receptor signaling. ABC-DLBCL IkBa-CBG/CBR reporter, luminescence ratio, 4 h. 0.05% of 340,000 active. AID 493014. Potency, µM (highest dose often 46.1 µM), for the others: top-dose ratio change, negative = lower green/red ratio, hits mostly inhibitors; active means well fitted inhibition curve with a large enough effect in the signal ratio, with a control signal flat, not every such curve was filed as active; inconclusive means small, poorly fitted or top-dose-only effect, or effect the other way, or a change in a side signal; the % refers to the signal ratio;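 further: potency means the concentration at half of the fitted maximal effect; plate controls were basal doxycycline-induced cells for no effect and cells given 10 µM MG132 for full effect; MG132 reads +100%, hits lower the ratio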
#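 TMD8 human ABC-DLBCL cells with doxycycline-inducible IκBα–green luciferase fusion and unfused red luciferase, in 0.5% FBS medium; compounds up to 46 uM, 4 h at 37C. Green/red luminescence ratio, filter-overlap corrected, fitted to concentration-response curves.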
# ASM inhibitor – blocks human secretory acid sphingomyelinase; 0.006% of 340,000 active; Potency, µM (titrated, usually from 57.5 µM), for inactives: top-dose activity change, negative = inhibition, usual class: inhibitors; P17405; placental ASM, HMU-PC fluorogenic substrate, 60 min; further: potency means the concentration at half of the fitted maximal effect
# Target sequence (P17405 47-631 limits assumed): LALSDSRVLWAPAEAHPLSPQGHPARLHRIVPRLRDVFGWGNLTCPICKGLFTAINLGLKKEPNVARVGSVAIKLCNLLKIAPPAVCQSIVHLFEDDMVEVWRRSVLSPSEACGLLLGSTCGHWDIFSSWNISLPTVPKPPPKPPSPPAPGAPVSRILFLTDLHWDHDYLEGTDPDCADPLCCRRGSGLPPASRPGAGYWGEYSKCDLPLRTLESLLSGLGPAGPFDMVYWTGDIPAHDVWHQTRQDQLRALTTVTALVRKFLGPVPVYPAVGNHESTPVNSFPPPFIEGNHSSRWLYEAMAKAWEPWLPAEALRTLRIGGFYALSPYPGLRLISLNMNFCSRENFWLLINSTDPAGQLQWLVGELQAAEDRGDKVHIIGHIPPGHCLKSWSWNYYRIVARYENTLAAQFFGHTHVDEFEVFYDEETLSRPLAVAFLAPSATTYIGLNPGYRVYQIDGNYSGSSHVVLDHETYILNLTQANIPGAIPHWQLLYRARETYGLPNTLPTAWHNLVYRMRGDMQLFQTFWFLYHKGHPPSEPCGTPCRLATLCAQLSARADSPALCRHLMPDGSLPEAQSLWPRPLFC
#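 Human placenta-derived ASM preincubated with compound 10 min at room temperature, then reacted with 9 uM (final) fluorogenic HMU-PC substrate for 60 min at 37 C. Stop solution raises pH to 10; fluorescence read at Ex 386/Em 447 nm.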
# GALK inhibitor – inhibitors of human galactokinase; Purified GALK, Kinase-Glo residual ATP luminescence; Potency, µM (doses to about 57.5 µM), without a hit: at the highest dose activity change, negative = inhibition, usual class: inhibitors; 0.007% of 270,000 active; AID 1868; further: potency means the concentration at half of the fitted maximal effect; on the % scale 0 is the no-effect control and ±100 the full control effect
# Target sequence (P51570 whole entry, looked up): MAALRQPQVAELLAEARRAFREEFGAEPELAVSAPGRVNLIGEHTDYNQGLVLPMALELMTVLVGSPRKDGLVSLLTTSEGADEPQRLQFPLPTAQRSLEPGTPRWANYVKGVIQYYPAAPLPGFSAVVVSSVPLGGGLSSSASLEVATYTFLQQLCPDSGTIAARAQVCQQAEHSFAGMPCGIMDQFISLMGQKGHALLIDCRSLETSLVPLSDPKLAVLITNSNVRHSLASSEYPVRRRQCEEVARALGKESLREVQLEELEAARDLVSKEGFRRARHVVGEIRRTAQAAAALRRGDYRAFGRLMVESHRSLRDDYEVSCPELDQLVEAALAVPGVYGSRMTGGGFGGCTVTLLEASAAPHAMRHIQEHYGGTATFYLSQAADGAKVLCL
#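 5 nM enzyme, 35 uM ATP, 100 uM galactose, 20 mM HEPES pH8.0, 5 mM MgCl2; 1 h RT; residual ATP by Kinase-Glo Plus luminescence, qHTS format.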
# PKM2 activator – activators of human pyruvate kinase M2 | Potency, µM (highest dose often 57.5 µM), inactives show at the highest dose activation, usual class: activators | purified PKM2, Kinase-Glo ATP luminescence, activation; response scale: 0% is enzyme alone, no compound | P14618 | 0.34% of 260,000 active | AID 1631; further: potency means the concentration at half of the fitted maximal effect; on the % scale 0 is the no-effect control and ±100 the full control effect; nearly all actives have a fitted effect of over 55% in size
#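 Purified hPK-M2 (>95% pure) converted ADP (0.1 mM final) to ATP with 0.5 mM PEP in 50 mM imidazole pH7.2, KCl, MgCl2, Tween 20, BSA; 1 h at room temperature. ATP detected by Kinase-Glo luminescence.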
# MBNL1 CUG block – blocks human MBNL1 binding to CUG repeat RNA; 0.036% of 280,000 active; TR-FRET MBNL1-His/biotin-(CUG)12 binding, 665/545 ratio; Potency, µM (top dose mostly 57.5 µM), without a hit: at the top dose activity change, negative = inhibition, usual class: inhibitors; Q9NR56; AID 2675; active means well fitted inhibition curve with a large enough effect in the signal ratio, with a control signal flat, not every such curve was filed as active; inconclusive means small, poorly fitted or top-dose-only effect, or effect the other way, or a change in a side signal; inactive means no such curve, though single readings can be large or run the other way; the % refers to the signal ratio; further: potency means the concentration at half of the fitted maximal effect; on the % scale 0 is the no-effect control and ±100 the full control effect
#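 TR-FRET readout: Ex 340 nm, 665/545 nm emission ratio, normalized to buffer-only (basal) and MBNL1-(CUG)12 controls. Complex of MBNL1-His with Biotin-(CUG)12, compounds 92 nM–58 uM, incubated 60 min at room temperature.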
# Eya2 phos inh – Eya2 (human) phosphatase inhibition; O00167; recombinant Eya2, OMFP fluorescence dephosphorylation (OMFP is methylfluorescein phosphate); Potency, µM (titrated, usually from 76.9 µM), inactives show top-dose activity, negative = inhibition, most hits filed as inhibitors; 0.006% of 330,000 active; further: potency means the concentration at half of the fitted maximal effect; on the % scale 0 is the no-effect control and ±100 the full control effect
#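 Eya2 (0.2 uM) preincubated 10 min at ambient with compound, then OMFP substrate added at 50 uM; 10 min reaction in 50 mM HEPES pH 7.5, 50 mM NaCl, 5 uM MgCl2, 0.05% BSA, 1 mM DTT. Fluorescence read at Ex 485/Em 525 nm.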
# KCNH2 WT inh – KCNH2 (human, wildtype) channel inhibition. Q12809. U2OS, BacMam KCNH2, thallium flux FluxOr; stronger effect = lower value. activity change, % at 1.84 µM. 0.37% of 340,000 active. AID 720551;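 active means maximum activity change below -70%; inconclusive means maximum activity change between -70% and -50%; inactive means maximum activity change above -50%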; further: on the % scale 0 is the no-effect control and ±100 the full control effect
#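 U2OS cells were transduced with wild-type KCNH2 virus (2.03 x 10^8 / mL) for 4 h at room temperature, then cultured overnight at 37 C. Thallium flux was read with FluxOr dye. Rate constants were normalized to DMSO controls.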
# Menin MLL FP TR – displaces Texas Red mutant MLL peptide from human menin | AID 1768 | 0.23% of 270,000 active | Potency, µM (titrated, usually from 61.6 µM), inactives show at the top dose FP activity change, negative = inhibition, usual class: inhibitors | Menin + Texas Red MLL mutant peptide, fluorescence polarization; active means well fitted inhibition curve with a large enough effect in the polarisation, with a control signal flat, not every such curve was filed as active; inconclusive means small, poorly fitted or top-dose-only effect, or effect the other way, or a change in a side signal; inactive means no such curve, though single readings can be large or run the other way; the % refers to the polarisation; further: potency means the concentration at half of the fitted maximal effect; % of control where 0% means no effect; many of its hits are not listed in these tables
# USP2a inh – inhibitors of human ubiquitin-specific protease USP2a | O75604 | USP2 core, Ub-CHOP2 coupled fluorogenic reporter, 485/531 | Potency, µM (top dose mostly 38.3 µM), without a hit: at the top dose activity change, negative = inhibition, most hits filed as inhibitors | 0.01% of 330,000 active;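 further: potency means the concentration at half of the fitted maximal effect; plate controls were DMSO wells for no effect and full inhibition by NEM control for full effect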
#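 Deubiquitinase activity read as fluorescence (485/531 nm) after Ub-CHOP2 cleavage activates the enterokinase reporter on its substrate; USP2 core 10nM, Ub-CHOP2 and substrate 25nM each, 30min compound preincubation then 60min RT; data normalized to NEM, curves fitted.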
# TSHR antag – antagonists of human thyroid stimulating hormone receptor | P16473 | TSHR-expressing cells, TSH-stimulated cAMP HTRF, 2 h; stronger effect = lower value | activity change, negative = inhibition, % at 11.5 µM | 0.2% of 330,000 active | AID 504810;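 active means activity change below a set negative limit, meaning inhibition stronger than a set level, cut at about -70% in these data; inconclusive means activity change between two set negative limits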; further: on the % scale 0 is the no-effect control and ±100 the full control effect
#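 Competitive HTRF cAMP read-out (cryptate anti-cAMP antibody, cAMP-d2; 30 min, room temperature) in freshly harvested TSHR cells. Compounds added before TSH at EC80 (4nM final), followed by 2 hours' incubation at 37 deg C.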
# * = called active by the depositor; ? = inconclusive; nt = no result given; [ ] = dose if it differs, or a comment. Unless noted, the call rests on the fitted dose curve; in most records, active means well fitted curve in the direction sought with a large enough effect; inconclusive means small, poorly fitted or top-dose-only effect, or another doubt; inactive means no such curve, though single readings can be large; an effect the other way counts as inactive or inconclusive. Some of the compounds tested (hit frequency here may not be typical).
# Order of results – Mito fusion act	BCR signal inh	ASM inhibitor	GALK inhibitor	PKM2 activator	MBNL1 CUG block	Eya2 phos inh	KCNH2 WT inh	Menin MLL FP TR	USP2a inh	TSHR antag
Cc1cccnc1NC(=O)c1ccc2c(c1)NC(=O)C(C)S2 (stereo unspecified)
 : -4.3%	?	-0.2%	nt	nt	nt	-29.3%	1.4	nt	-0.7%	-8.8
O=C(CSc1nc(O)c(C2CCCCC2)c(=O)[nH]1)Nc1ccc(F)cc1
 : 7.0%	-8.3%	-0.1%	0.3%	8.4%	-7.7%	4.0%	-6.5	13.7%	0.5%	-11.5
COc1ccc(C(=O)Nc2ccc3ccccc3n2)c(OC)c1OC
 : 0.9%	?	6.2%	6.6%	0.7%[11.5 µM]	2.5%	1.5%	4.3	3.1%	3.7%	-9.9
O=C(O)COc1ccccc1Cc1ccccc1
 : -0.2%	-1.2%	5.3%	-0.6%	0.1%	-6.6%	-15.3%	-23.7	-8.1%	0.8%	-1.9
Cc1ccc(CCNS(=O)(=O)c2cnc[nH]2)cc1
 : -1.8%	0.0%	4.5%	0.0%	-3.6%	-3.0%	27.2%	-16.4	9.8%	2.1%	-2.9
O=C(C[C@H]1C/C=C/CC[C@@H](Cc2ccc(F)cc2)C(=O)O[C@@H](c2ccccc2)CNC1=O)NCCO
 : nt	-1.5%	-1.7%	nt	nt	nt	-1.4%	-4.0	nt	-2.1%	13.0
CCN(CC)CCCC(C)NC(=O)c1cc(=O)c2ccccc2o1 (stereo unspecified)
 : 1.9%	-0.1%	0.1%	0.0%	2.3%	4.0%	-6.1%	0.8	5.0%	-0.3%	-4.8
CCNC(=O)COC(=O)c1cc(S(=O)(=O)N2CCCc3ccccc32)ccc1Cl
 : 4.1%	?	-0.1%	-1.7%	-3.6%	nt	-4.4%	-7.8	nt	1.4%	-16.2
CCN(C(=O)C1CSC2(C)CCC(=O)N12)c1nc2c(C)cccc2s1 (stereo unspecified)
 : -4.2%	-0.1%	-1.8%	nt	nt	nt	37.0%	-1.1	nt	-0.5%	2.6
CCC(C)n1cnc2c(=O)oc3ccccc3c21 (stereo unspecified)
 : 3.8%	?	3.4%	1.6%	-6.1%	-8.6%	1.1%	4.4	12.4%	2.2%	10.9

# A few values from the list.
# CCNC(=O)COC(=O)c1cc(S(=O)(=O)N2CCCc3ccccc32)ccc1Cl | USP2a inh: 1.4%
# O=C(O)COc1ccccc1Cc1ccccc1 | MBNL1 CUG block: -6.6%

# Carrying on.
# Order of results – Mito fusion act	BCR signal inh	ASM inhibitor	GALK inhibitor	PKM2 activator	MBNL1 CUG block	Eya2 phos inh	KCNH2 WT inh	Menin MLL FP TR	USP2a inh	TSHR antag
COc1cc(S(=O)(=O)N2CCOCC2)ccc1NC(=O)CSc1nnc(N)s1
 : 0.9%	?	-2.3%	-1.4%	0.4%	1.6%	16.7%	-3.7	16.0%	0.9%	-2.5
O=C(CCCCCCN1C(=O)c2ccccc2C1=O)NC1CCCCC1
 : 0.9%	20.5%	-0.6%	0.9%	0.5%	8.8%	3.4%	-8.6	8.0%	-0.3%	-4.6
CCOc1ccc(CN2C(=O)c3ccccc3C2=O)cc1C(=O)O
 : 7.1%	-0.6%	4.7%	-2.1%	nt	?	16.1%	5.2	-25.5%	3.6%	1.7
CCCCNC(=O)NS(=O)(=O)c1ccc(NS(=O)(=O)c2ccccc2)cc1
 : -1.9%	0.9%	3.4%	6.1%	5.2%	-4.0%	16.7%	6.1	1.3%	1.4%	-1.1
CN(Cc1ccccc1)S(=O)(=O)c1ccc(N2CCOCC2)nc1
 : 4.1%	2.4%	-0.3%	nt	-0.2%	-17.4%	5.5%	3.0	nt	-1.9%	-7.3
CCc1c(O)nc(SCC(=O)Nc2ccccc2C)[nH]c1=O
 : 1.1%	-5.0%	2.7%	1.7%	10.9%	1.8%	2.4%	6.4	12.1%	0.2%	6.5
O=C(CN1CCN(S(=O)(=O)c2ccc(F)cc2)CC1)NCC1(N2CCOCC2)CCCCC1
 : -4.6%	-0.2%	2.9%	nt	nt	nt	0.9%	3.8	nt	-2.1%	6.0
O=C(COC(=O)c1cccc(F)c1)NC1CC1
 : -1.2%	-0.6%	2.3%	1.2%	nt	-4.3%	-16.8%	12.0	-4.5%	3.8%	-5.2
COc1ccc(C)cc1S(=O)(=O)N1CCC(C(=O)N2CCOCC2)CC1
 : -11.8%	-5.2%	-0.6%	1.1%	-5.8%	-3.4%	12.7%	-25.5	1.5%	-2.1%	13.9
CCc1ccc(NC(=O)NCc2ccccn2)cc1
 : 0.7%	-15.2%	5.2%	6.2%	-1.0%	-13.0%	0.2%	-15.4	-0.5%	1.3%	9.4

# Already shown: an excerpt of the list.
# Order of results – Mito fusion act	BCR signal inh	ASM inhibitor	GALK inhibitor	PKM2 activator	MBNL1 CUG block	Eya2 phos inh	KCNH2 WT inh	Menin MLL FP TR	USP2a inh	TSHR antag
COc1cc(S(=O)(=O)N2CCOCC2)ccc1NC(=O)CSc1nnc(N)s1
 : 0.9%	?	-2.3%	-1.4%	0.4%	1.6%	16.7%	-3.7	16.0%	0.9%	-2.5
O=C(CCCCCCN1C(=O)c2ccccc2C1=O)NC1CCCCC1
 : 0.9%	20.5%	-0.6%	0.9%	0.5%	8.8%	3.4%	-8.6	8.0%	-0.3%	-4.6

# The list continues:
smiles	Mito fusion act	BCR signal inh	ASM inhibitor	GALK inhibitor	PKM2 activator	MBNL1 CUG block	Eya2 phos inh	KCNH2 WT inh	Menin MLL FP TR	USP2a inh	TSHR antag
O=C(O)CCC(=O)N1N=C(c2ccco2)CC1c1ccco1 (stereo unspecified)	-1.8%	5.7%	-8.9%	-2.8%	0.5%[11.5 µM]	21.7%	10.2%	-6.8	11.8%	-0.5%	4.2
Cc1ccc(S(=O)(=O)NCCC(=O)N2CCN(S(=O)(=O)c3cccc(F)c3)CC2)cc1C	-3.5%	0.4%	-5.2%	nt	nt	nt	0.6%	5.3	nt	-4.3%	4.4
CC(C)(C)n1nnnc1C(c1cccc(C(F)(F)F)c1)N1CCOCC1 (stereo unspecified)	-1.3%	-0.3%	-0.3%	-2.5%	5.7%	2.7%	1.8%	14.2	5.3%	-0.9%	-8.3
COc1ccc(OC)c(C2C(C(C)=O)=C(C)Nc3ncnn32)c1 (stereo unspecified)	-1.9%	-1.1%	3.8%	-3.3%	3.0%[11.5 µM]	3.5%	-2.0%	-5.0	11.5%	-1.1%	-0.4
Cc1cc(CC(C)C)n(-c2nc3ccccc3c(=O)n2OCc2ccccc2)n1	4.3%	?	-7.9%	nt	1.2%	-16.2%	-3.8%	-13.4	-2.6%	3.3%	-35.2
CC(C)(C)c1ccc(C(=O)NCCCNC(=O)c2cccnc2)cc1	-10.0%	0.3%	-0.3%	1.7%	0.3%	-2.9%	-8.5%	-20.2	1.5%	0.4%	-2.5
CCOc1ccccc1N1CCN(Cc2ccc(Br)s2)CC1	-2.0%	0.7%	0.9%	0.3%	-0.1%	-1.4%	-12.9%	29.5	?	0.1%	-4.2
CC1CC(C)CN(CCCNC(=O)Cc2c(C(=O)O)[nH]c3ccccc23)C1 (stereo unspecified)	0.2%	0.7%	-3.2%	-1.6%	-8.5%	-12.9%	8.4%	3.2	0.4%	-1.3%	0.1

# Compound activity from PubChem BioAssay.
